Assay outcomes deposited in PubChem by several laboratories.
LMPTP block: LMPTP (human) inhibition | P24666 | AID 651560 | actives 0.22% (n = 360,000) | inhibition, % at 20 µM | recombinant LMPTP-A, OMFP fluorogenic substrate, fluorescence intensity;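 active = compounds that cut the enzyme signal by at least half of the control window in the single-dose screen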;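 also: plate controls were DMSO wells with enzyme plus substrate for no effect and substrate without enzyme for full effect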
Target sequence (P24666 whole entry, looked up): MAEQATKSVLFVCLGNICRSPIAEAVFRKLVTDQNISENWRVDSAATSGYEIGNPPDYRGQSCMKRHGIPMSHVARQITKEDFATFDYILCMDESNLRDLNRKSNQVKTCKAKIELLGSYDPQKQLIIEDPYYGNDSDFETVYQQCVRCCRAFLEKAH
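Assay system: LMPTP-A enzyme. Input: 0.625 nM LMPTP-A final. Probe or stimulus: 400 µM OMFP. Compound dosing: single 20 µM dose. Schedule: 50 min dark incubation at room temperature. Detection: fluorescence intensity of OMFP turnover product. Read-out: percent inhibition versus substrate-only and uninhibited controls. Benchmarks: no-enzyme low control, uninhibited high control.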
Scp-1 inhibitor: inhibitors of human Scp-1 phosphatase. actives 0.88% (n = 340,000). AID 493091. inhibition, % at 20 µM. Recombinant Scp1, phosphopeptide, malachite green phosphate absorbance. Q9GZU7;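 active = inhibition above about 50% at 20 µM, limit read from the data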;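 also: plate controls were DMSO wells with enzyme for no effect and wells lacking enzyme for full effect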
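Test system: SCP-1 phosphatase catalytic domain, residues 76-261; measured by: colorimetric phosphate reagent with accelerator and stabiliser, absorbance at 630 nm; timing: enzyme reaction 45 min at room temperature, colour 5 min, stabilisation 30 min; also added: Phosphorylated 17-residue peptide substrate; compound dosing: one concentration, 20 µM, with 1.0% DMSO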
SUMO1 PPI mod: modulators of human SUMO1-mediated protein-protein interactions. SUMO1 binding to a labelled peptide, TR-FRET, 1 h. actives 0.33% (n = 360,000). P63165. inhibition, % at 20 µM; in the data active = inhibition above about 37%
TbMetRS inhib: blocks T. brucei methionyl-tRNA synthetase activity. purified T. brucei MetRS, ATP depletion, Kinase-Glo luminescence. inhibition, % at 11.9 µM. actives 0.4% (n = 360,000);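 active = inhibition above a per-plate cutoff of the control wells' mean inhibition plus 3 SD, cut at about 5.5% in these data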;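 also: 0% = DMSO wells median and 100% = median of wells with control inhibitor compound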
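Measured by: Kinase-Glo luciferase luminescence reporting remaining unconsumed ATP. Material: purified T. brucei MetRS enzyme. Doses: 11.9 µM compound single dose, 0.9% DMSO. Medium: HEPES buffer containing pyrophosphatase, BSA, spermine, DTT. Times: 15 min preincubation, 2 h reaction, all 25 °C. Reagent: methionine, ATP and bulk E. coli tRNA.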
STEP inh: STEP (human) phosphatase inhibition. P54829. recombinant STEP, OMFP fluorogenic substrate, fluorescence. inhibition, % at 20 µM. actives 0.25% (n = 360,000);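 active = inhibition at 20 µM, scaled per plate between control wells, above about 37%, limit read from the data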;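 also: 0% = DMSO with enzyme and substrate and 100% = substrate only without enzyme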
Target sequence (P54829 whole entry, looked up): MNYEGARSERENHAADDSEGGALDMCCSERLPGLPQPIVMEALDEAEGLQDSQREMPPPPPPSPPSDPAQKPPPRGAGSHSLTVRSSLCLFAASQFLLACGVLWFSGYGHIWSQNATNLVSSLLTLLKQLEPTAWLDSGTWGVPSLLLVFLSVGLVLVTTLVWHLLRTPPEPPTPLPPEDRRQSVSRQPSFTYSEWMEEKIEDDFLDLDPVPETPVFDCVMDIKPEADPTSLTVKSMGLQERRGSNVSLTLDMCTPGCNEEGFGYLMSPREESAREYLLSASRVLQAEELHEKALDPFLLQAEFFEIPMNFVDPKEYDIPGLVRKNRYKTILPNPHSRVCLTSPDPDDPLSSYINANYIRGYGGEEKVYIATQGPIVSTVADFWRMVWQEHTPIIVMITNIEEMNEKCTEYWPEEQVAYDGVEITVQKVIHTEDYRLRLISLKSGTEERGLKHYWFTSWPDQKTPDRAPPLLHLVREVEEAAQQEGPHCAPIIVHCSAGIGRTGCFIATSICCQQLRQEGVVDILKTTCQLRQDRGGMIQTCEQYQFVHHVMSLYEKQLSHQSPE
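Assay system: isolated STEP enzyme. Buffer or medium: pH 6.0 Bis-Tris with DTT and Tween 20. Also added: fluorogenic phosphatase substrate OMFP at 25 µM final. Dosing: 20 µM, 1% DMSO. Timing: 20 min reaction, room temperature, in the dark. Measured by: fluorescence intensity, excitation 480 nm, emission 540 nm. Evaluation: normalized % inhibition.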
DNMT1 inh: inhibitors of human DNMT1; DNMT1 molecular beacon, Hinp1I cleavage, fluorescence; inhibition (reported as % activation of signal), % at 10 µM; actives 0.83% (n = 360,000); in the data active = inhibition above about 50%
NadD block: inhibitors of Staphylococcus aureus NadD | purified NadD enzyme, colorimetric absorbance read-out | inhibition, % at 20 µM | actives 0.78% (n = 360,000) | AID 602399; in the data active = inhibition above about 26%; also: some compounds past the cut are filed as inactive
Rpn11 block: Rpn11 (human) deubiquitinase inhibition; O00487; human 26S proteasome, Ub4-pepOG fluorescence polarization; 20S core pre-blocked with epoxomicin; calls only at 20 µM; actives 0.59% (n = 360,000); AID 588493;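 active = inhibition at 20 µM, scaled to each plate's controls, above about 33%, limit read from the data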
Target sequence (O00487 whole entry, looked up): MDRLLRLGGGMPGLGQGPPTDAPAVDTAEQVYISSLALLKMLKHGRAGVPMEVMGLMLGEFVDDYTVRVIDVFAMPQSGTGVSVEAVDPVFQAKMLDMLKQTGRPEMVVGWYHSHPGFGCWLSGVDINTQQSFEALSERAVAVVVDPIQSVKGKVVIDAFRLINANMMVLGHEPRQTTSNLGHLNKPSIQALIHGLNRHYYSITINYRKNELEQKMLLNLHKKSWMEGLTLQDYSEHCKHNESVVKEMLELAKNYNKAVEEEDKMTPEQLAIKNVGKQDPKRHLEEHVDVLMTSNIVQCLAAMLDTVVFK
MsrA inh: bovine MsrA inhibition; purified bovine MsrA, absorbance read-out; actives 0.75% (n = 360,000); inhibition, % at 15.5 µM; in the data active = inhibition above about 4.5%;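 also: 0% = vehicle wells with enzyme and 100% = reference inhibitor wells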
CSN inh: CSN deneddylation inhibition; Q92905; AID 651999; actives 0.38% (n = 360,000); Purified CSN, SCF-Nedd8-OG deneddylation, fluorescence polarization; inhibition, % at 12.5 µM;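 active = pattern-corrected inhibition above about 35%, with an unprinted fluorescence ratio check between 0.5 and 1.5, limit read from the data, passing the limit was not always enough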;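 also: 0% = enzyme with substrate and 100% = substrate without enzyme; some results filed as inactive read as strong as hits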
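Schedule: reaction 90 min, room temperature / Assay system: HEK293T-derived human Csn5 enzyme / Input: Csn5 at 0.24 nM final / Measure: inhibition of Csn5 cleavage, % / Control set: substrate-only high control, full reaction low control / Technique: fluorescence polarization of the substrate / Buffer or medium: Tris/NaCl/DTT buffer, pH 7.5 / Reagent: SCFSkp2-Nedd8OG substrate at 10 nM final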
Numbers without * were called inactive; i = inactive; / = not tested or not shown; + = active, no number.

SMILES	LMPTP block	Scp-1 inhibitor	SUMO1 PPI mod	TbMetRS inhib	STEP inh	DNMT1 inh	NadD block	Rpn11 block	MsrA inh	CSN inh
COc1ccccc1CNC(=O)CCCC(=O)n1nc(C)c2ccccc21	0.2	-5	0	0.1	3	1	-7	i	-0.8	0
O=C(NCCOc1ccc(Cl)cc1)C1CCCCC1	-0.6	-1	0	-0.5	-3	2	2	i	-0.1	-8
Cc1nn(-c2ccccc2)c(Oc2ccc(F)cc2)c1/C=N/n1cnnc1	0.1	-6	-3	-0.4	2	-4	-3	i	2.7	-1
CCN(CC)C(=O)C1c2ccccc2Oc2ccccc21	-0.4	10	0	-1.3	-8	13	-2	i	0.4	-59
CCOC(=O)C(C(=O)NCCCN1CCOCC1)C1CCCCC1 (stereo not drawn)	-0.7	-9	5	-0.2	2	3	-5	i	-1.3	-3
O=c1[nH][nH]c(C(F)(F)F)c1C=NCc1ccc(Cl)cc1	-7.5	-5	2	1.7	-2	1	3	i	0.1	-5
O=C1NC(=O)/C(=C/c2ccc(-c3cc(C(=O)O)ccc3Cl)o2)S1	-5.5	29	12	1.1	22	30	6	i	0.3	21
N#CCC(=O)Nc1ccc(C(=O)OCC(=O)N(C2CCCCC2)C2CCCCC2)cc1	1.8	-8	5	-0.3	4	-8	22	i	-0.4	1
CCOn1c(=O)c[n+]([O-])c2ccccc21	1.0	1	-23	-0.3	-4	1	-5	i	1.0	13
CCOC(=O)c1cnc(N2CCN(C(=O)OCC)CC2)[nH]c1=O	-1.1	-9	-2	-0.7	0	1	1	i	0.2	-4
O=C(NCCCN1CCCC1)c1ccc2c(c1)N(Cc1ccc(F)cc1)C(=O)c1ccccc1S2=O (stereo not drawn)	3.5	1	-11	0.1	1	-6	1	i	-0.7	5
Cc1cc(C)n(-c2ccc(C(=O)Oc3ccc4c(c3)OCO4)cc2)n1	1.3	1	1	-0.6	1	-6	2	i	0.2	6
C=CCNC(=O)C12CC3(C)CC(C)(CC(C)(C3)C1)C2	-0.7	-7	-4	-0.6	-4	-5	-10	i	/	4
Cc1ccc(S(=O)(=O)N2[C@@H](c3ccc(Cl)c(Cl)c3)C(C(=O)O)=C[C@H]2CC2CCCC2)cc1	2.5	-11	23	-0.1	0	21	14	+	0.4	9
Oc1ccc(Cl)cc1C1=NNC(c2ccc(Cl)cc2)C1 (stereo not drawn)	0.3	-6	-2	-0.3	0	-11	6	i	-0.5	2
Cc1ccc(S(=O)(=O)NC(=NC2CCCCC2)c2ccccc2)cc1	-0.5	-4	4	-0.9	0	-2	-5	i	-0.9	-2
CCC(Oc1ccccc1F)C(=O)Nc1ccc2c(c1)n(C)c(=O)n2C (stereo not drawn)	-0.9	-5	6	-1.0	-3	1	-1	i	0.3	3
CN(C1CCCCC1)S(=O)(=O)c1cccc(C(=O)OCC(=O)NC2CCCc3ccccc32)c1 (stereo not drawn)	5.1	-4	0	0.1	0	-1	-4	i	-0.2	3
COc1cc2c(=O)n(CCCN3CCOCC3)c(=S)[nH]c2c(OC)c1OC	0.6	17	1	0.0	5	1	2	i	1.9	-2
COc1cc2c(cc1OC)C(C(=O)Nc1ccc3c(c1)OCCO3)C(c1cccnc1)N(C)C2=O (stereo not drawn)	-1.6	3	-3	-0.3	3	0	9	i	-0.2	1
O=C(Nc1ccc(Cl)cn1)C1C(c2ccccc2)C1(Cl)Cl (stereo not drawn)	2.8	-7	0	0.0	1	0	-6	i	0.4	2
COc1cc(/C=N/NC(=O)CSc2ccccn2)ccc1OC(C)C	0.9	-2	-10	1.0	0	1	-4	i	3.0	-1
COc1ccc(NC(=O)CN(C)C(=O)/C=C/c2ccc(S(=O)(=O)N3CCCCCC3)cc2)cc1	0.4	/	2	-0.3	3	-8	6	i	0.4	-3
O=C(N/N=C/c1ccc(OC(=O)c2cccs2)cc1)c1ccccn1	-1.3	-9	-5	-0.1	-2	5	2	i	0.1	4

Rpn11 block: entries above that show a hit.
molecule,LMPTP block,Scp-1 inhibitor,SUMO1 PPI mod,TbMetRS inhib,DNMT1 inh,NadD block,Rpn11 block,MsrA inh,CSN inh
Cc1ccc(S(=O)(=O)N2[C@@H](c3ccc(Cl)c(Cl)c3)C(C(=O)O)=C[C@H]2CC2CCCC2)cc1,2.5,-11,23,-0.1,21,14,+,0.4,9

Structures shown so far that contain an NH in an aromatic ring, in the order listed:
SMILES	LMPTP block	Scp-1 inhibitor	SUMO1 PPI mod	TbMetRS inhib	STEP inh	DNMT1 inh	NadD block	Rpn11 block	MsrA inh	CSN inh
O=c1[nH][nH]c(C(F)(F)F)c1C=NCc1ccc(Cl)cc1	-7.5	-5	2	1.7	-2	1	3	i	0.1	-5
CCOC(=O)c1cnc(N2CCN(C(=O)OCC)CC2)[nH]c1=O	-1.1	-9	-2	-0.7	0	1	1	i	0.2	-4
COc1cc2c(=O)n(CCCN3CCOCC3)c(=S)[nH]c2c(OC)c1OC	0.6	17	1	0.0	5	1	2	i	1.9	-2

Of the compounds above, 2 have a COOH group.
SMILES	LMPTP block	Scp-1 inhibitor	SUMO1 PPI mod	TbMetRS inhib	STEP inh	DNMT1 inh	NadD block	Rpn11 block	MsrA inh	CSN inh
O=C1NC(=O)/C(=C/c2ccc(-c3cc(C(=O)O)ccc3Cl)o2)S1	-5.5	29	12	1.1	22	30	6	i	0.3	21
Cc1ccc(S(=O)(=O)N2[C@@H](c3ccc(Cl)c(Cl)c3)C(C(=O)O)=C[C@H]2CC2CCCC2)cc1	2.5	-11	23	-0.1	0	21	14	+	0.4	9

Following part
SMILES	LMPTP block	Scp-1 inhibitor	SUMO1 PPI mod	TbMetRS inhib	STEP inh	DNMT1 inh	NadD block	Rpn11 block	MsrA inh	CSN inh
COC(=O)CCCNC(=O)c1ccc(OC2CCN(CCc3ccccc3)CC2)cc1	-0.9	-6	2	-0.2	-6	-3	-4	i	-0.6	-1
COc1ccc(CC(=O)Nc2c3c(nn2-c2cccc(C)c2C)CS(=O)C3)cc1 (stereo not drawn)	-0.4	-3	0	0.3	-1	1	6	i	-0.3	-6
Cc1cc(C)cc(-n2c(C)cc(C=C(C#N)C#N)c2C)c1	0.3	-7	0	-1.1	4	0	-2	i	-0.3	0
Cc1onc(-c2ccccc2Cl)c1C(=O)N1CCN(c2nc3ccccc3s2)CC1	-1.0	-2	-2	-0.7	0	-4	-1	i	1.5	-1
C=C1C(=O)OC2C1CCC(C)C1C=CC(=O)C12C (stereo not drawn)	-0.2	13	5	0.2	2	12	-1	i	-0.1	4
Cc1ccc(NC(=O)N2CCCCCC2)c(C)c1	-0.1	-11	1	-0.2	-2	0	2	i	0.8	1
CCOC(=O)N1CCN(Cc2cc(=O)oc3ccc(Cl)cc23)CC1	-0.1	-6	-2	-1.1	-2	-1	2	i	0.8	1
O=C(O)CNC(=O)C1(N2C(=O)c3ccccc3C2=O)CCCC1	-2.3	-3	0	-0.3	1	-6	0	i	-0.3	-1
O=C1OCC(Cn2c3ccccc3c3ccccc32)O1 (stereo not drawn)	1.1	-5	2	-0.1	2	-3	-4	i	1.8	5
CN(/C(=N/S(=O)(=O)c1cccs1)c1ccccc1)c1ccccc1	0.3	4	1	-1.0	-1	6	3	i	-0.8	3
CC(=O)OC1C(OC(C)=O)C2C(C)CC3OC(=O)C(C)C3CC2(C)C1OC(C)=O (stereo not drawn)	-0.9	/	2	-0.2	0	1	4	i	-0.5	1
CCOc1ccccc1C(=O)Nc1ccsc1C(=O)OC	1.0	-14	3	-0.4	1	-3	-6	i	0.0	-3

Results in DNMT1 inh, for some of the entries so far:
molecule,DNMT1 inh
O=C(O)CNC(=O)C1(N2C(=O)c3ccccc3C2=O)CCCC1,-6
CN(/C(=N/S(=O)(=O)c1cccs1)c1ccccc1)c1ccccc1,6

Additional results
SMILES	LMPTP block	Scp-1 inhibitor	SUMO1 PPI mod	TbMetRS inhib	STEP inh	DNMT1 inh	NadD block	Rpn11 block	MsrA inh	CSN inh
CC(=O)N/C(=C\c1ccccc1)C(=O)OCc1ccc(C)cc1	0.4	-5	-6	0.1	-1	-2	2	i	-0.9	1
CC(C)(O)C#Cc1ccc(C(=O)N2CCN(c3ccc([N+](=O)[O-])cc3)CC2)cc1	1.2	-5	-20	0.1	2	-3	-4	i	1.7	3
c1coc(CNc2nc3ccccc3s2)c1	0.1	-9	-2	-0.7	1	-1	-1	i	-0.8	0
CC(C)NC(=S)N1CCCN(c2ncccc2[N+](=O)[O-])CC1	-1.4	-8	-16	0.1	0	-1	-4	i	-0.2	6
N#Cc1ccc(OCc2nnc3n2CCCCC3)cc1	1.3	1	3	-1.3	-2	7	-3	i	-2.0	5
CCOc1ccc2nc(Cl)c(CN(C(=O)c3cnccn3)C3CCCC3)cc2c1	0.0	-7	1	-0.1	-2	-5	0	i	0.9	-1
COc1ccc2sc(NC(C)=O)nc2c1	-0.3	-6	-14	-0.2	-4	-2	-4	i	-0.8	3
S=C(NCC1(c2ccccc2)CCCC1)Nc1ccccc1	2.7	-10	8	-0.6	5	-1	-6	i	-0.3	3
CCCc1ccc(C(=O)COC(=O)CN2C(=O)NC3(CCCCC3C)C2=O)cc1 (stereo not drawn)	-0.1	5	-3	-0.7	2	7	-7	i	1.6	-2
C=CCn1c(C)cc(C(=O)CSc2nnc(NC(C)C)s2)c1C	0.4	8	-1	-0.3	-2	-3	-1	i	0.2	-1
O=C(CSc1cccc(C(F)(F)F)c1)NC(=O)NCc1ccco1	1.6	26	-2	-0.2	3	46	8	i	-0.3	9
O=C(Nc1ccc(NC(=O)c2ccccc2Cl)nc1)c1ccncc1	-1.2	-3	1	-0.4	0	-4	-2	i	3.1	1
COCCOc1nc2ccccc2nc1C	-2.2	-7	3	-0.7	-12	5	-4	i	-0.1	2
CCN(c1ccccc1)S(=O)(=O)c1ccc(C(=O)Nc2ccncc2)cc1	-0.6	-1	-2	-0.5	1	2	-1	i	0.5	2
Cc1cccc[n+]1CC(=O)N1c2ccccc2Sc2ccccc21	-1.1	-1	-1	-0.1	2	-1	3	i	0.5	1
